Screening data as filed in PubChem.
TSHR antag = human thyrotropin receptor antagonism. P16473. TSHR-expressing cells, TSH-stimulated cAMP HTRF, 2 h; stronger effect = lower value. activity change, negative = inhibition, % at 11.5 µM. 330,000 compounds, 0.2% hits;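 active = activity change below a set negative limit, meaning inhibition stronger than a set level, cut at about -70% in these data; inconclusive = activity change between two set negative limits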; also: % is scaled to controls: 0 for no effect and ±100 for the full control effect
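Antagonism was scored as loss of TSH-driven cAMP in TSHR cells, stimulated with 4nM TSH (EC80) for 2 hours at 37 deg C and detected by homogeneous HTRF competition immunoassay.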
TCR act = T cell receptor activation. primary human leukocytes, anti-CD3, IL-2 HTRF, 48 h. Potency, µM (highest dose often 9.22 µM), inactives show at the highest dose activation of IL-2 secretion, most hits filed as activators. 330,000 tested, under 10 active; also: % of control where 0% means no effect
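1) Mix primary human leukocytes, a-CD3 beads and compound. 2) Incubate 48 hr. 3) Add HTRF IL-2 reagents (a-IL-2-K, a-IL-2-d2).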
TSG101-PTAP inh = blocks PTAP/TSG101 interaction to inhibit HIV-1 budding; Q99816; Fluorescence polarization, FITC-PTAP peptide / Tsg101 binding; Potency, µM (highest dose often 115 µM), for the others: at the top dose activity change, negative = inhibition, hits mostly inhibitors; 340,000 tested, under 10 active; active = well fitted inhibition curve with a large enough effect in the main read-out, with a control signal flat, not every such curve was filed as active; inconclusive = small, poorly fitted or top-dose-only effect, or effect the other way, or a change in a side signal; inactive = no such curve, though single readings can be large or run the other way; also: potency is read from the fitted curve at half-maximal effect; % of control where 0% means no effect
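Fluorescence anisotropy tracks displacement of a FITC-tagged PTAP peptide (50 nM) from the Tsg101 binding domain (10 uM), following a 20 min room-temperature incubation at pH 7.5.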
Eya2 inh = Eya2 (human) phosphatase inhibition | O00167 | recombinant Eya2, OMFP fluorescence dephosphorylation (OMFP is methylfluorescein phosphate) | Potency, µM (highest dose often 76.9 µM), for the others: top-dose activity, negative = inhibition, most hits filed as inhibitors | 330,000 compounds, 0.006% hits | AID 488837; also: potency is read from the fitted curve at half-maximal effect; % is scaled to controls: 0 for no effect and ±100 for the full control effect
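Eya2 (0.2 uM) preincubated 10 min at ambient with compound, then OMFP substrate added at 50 uM; 10 min reaction in 50 mM HEPES pH 7.5, 50 mM NaCl, 5 uM MgCl2, 0.05% BSA, 1 mM DTT. Fluorescence read at Ex 485/Em 525 nm.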
ELG1 repair inh = ELG1-dependent DNA repair inhibition; HEK293T ELG1-luciferase reporter, luminescence, 16 h; DNA damage induced by 5-fluorouridine; 330,000 compounds, 2.3% hits; Potency, µM (titrated, usually from 46.1 µM), for inactives: at the top dose activity change, negative = inhibition, most hits filed as inhibitors; also: potency is read from the fitted curve at half-maximal effect; % is scaled to controls: 0 for no effect and ±100 for the full control effect; nearly all actives have a fitted effect of over 55% in size
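Luminescence from the luciferase reporter, measured 30 min after ONE-Glo reagent at room temperature, was the read-out. Beforehand, 2,000 cells per well were exposed for 16 hr at 37 °C to 5-fluorouridine together with compound or vehicle.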
B2AR arrestin = recruits beta-arrestin to the human beta2-adrenergic receptor; 330,000 compounds, 0.02% hits; beta-arrestin recruitment to beta2AR, cell-based reporter; Potency, µM (top dose mostly 46.1 µM), for inactives: at the highest dose activation, usual class: activators;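 also: potency is read from the fitted curve at half-maximal effect; 0% = DMSO controls and full agonism = EC100 isoproterenol or metaproterenol; nearly all actives have a fitted effect of over 65% in size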
Target sequence (P07550 whole entry, looked up): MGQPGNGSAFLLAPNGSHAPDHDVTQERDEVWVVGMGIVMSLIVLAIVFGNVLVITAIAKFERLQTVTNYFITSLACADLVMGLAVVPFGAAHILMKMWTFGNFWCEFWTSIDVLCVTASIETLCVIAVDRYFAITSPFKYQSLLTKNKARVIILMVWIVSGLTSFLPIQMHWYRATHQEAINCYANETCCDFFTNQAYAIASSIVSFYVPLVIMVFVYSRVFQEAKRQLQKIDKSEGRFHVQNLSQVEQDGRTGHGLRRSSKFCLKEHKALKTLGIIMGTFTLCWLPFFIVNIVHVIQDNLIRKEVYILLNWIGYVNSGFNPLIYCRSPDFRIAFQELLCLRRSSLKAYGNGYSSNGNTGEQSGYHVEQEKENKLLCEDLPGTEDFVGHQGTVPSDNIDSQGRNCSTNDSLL
uPA generation = blocks generation of uPA at the cell surface; Potency, µM (titrated, usually from 38.3 µM), inactives show at the top dose activity change, negative = inhibition, most hits filed as inhibitors; cell surface uPA generation assay, qHTS; 330,000 compounds, 0.31% hits; active = well fitted inhibition curve with a large enough effect; inconclusive = small, poorly fitted or top-dose-only effect; inactive = no such curve, though single readings can be large or run the other way; tested in mouse RAW 264.7 cells; also: potency is read from the fitted curve at half-maximal effect; % is scaled to controls: 0 for no effect and ±100 for the full control effect; nearly all actives have a fitted effect of over 55% in size
Tb PFK block = inhibitors of T. brucei phosphofructokinase; T. brucei PFK, ADP-Glo luminescence; Potency, µM (doses to about 57.5 µM), without a hit: at the top dose activity, negative = inhibition, usual class: inhibitors; 330,000 compounds, 0.17% hits;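 also: potency is read from the fitted curve at half-maximal effect; 0% = uninhibited 1x PFK enzyme wells and -100% = no-enzyme wells; nearly all actives have a fitted effect of over 60% in size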
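1.25 nM PFK with 0.5 mM F6P and 0.1 mM ATP in 0.1 M TEA pH 8.0, 5 mM MgCl2, incubated 45 min at room temperature; ADP measured by ADP-Glo luminescence; compounds titrated up to 57 uM.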
BCR signal inh = inhibitors of chronic active B-cell receptor signaling; ABC-DLBCL IkBa-CBG/CBR reporter, luminescence ratio, 4 h; 340,000 compounds, 0.05% hits; Potency, µM (titrated, usually from 46.1 µM), for inactives: at the top dose ratio change, negative = lower green/red ratio, usual class: inhibitors; active = well fitted inhibition curve with a large enough effect in the signal ratio, with a control signal flat, not every such curve was filed as active; inconclusive = small, poorly fitted or top-dose-only effect, or effect the other way, or a change in a side signal; the % refers to the signal ratio;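 also: potency is read from the fitted curve at half-maximal effect; plate controls were basal doxycycline-induced cells for no effect and cells given 10 µM MG132 for full effect; MG132 reads +100%, hits lower the ratio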
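TMD8 ABC-DLBCL cells carrying doxycycline-inducible green luciferase fused to IkappaBalpha plus unfused red luciferase were exposed to compounds (up to 46 uM) for 4 hrs at 37C. Activity came from the overlap-corrected green/red luminescence ratio.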
Mito fusion yeast = blocks mitochondrial division or promotes mitochondrial fusion; Potency, µM (doses to about 46.1 µM), without a hit: at the highest dose growth rescue (activation), hits mostly activators; AID 485298; S. cerevisiae fusion-defective mutant growth rescue, CellTiterGlo 48 h; 320,000 compounds, 0.23% hits;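 also: potency is read from the fitted curve at half-maximal effect; % of control where 0% means no effect; nearly all actives have a fitted effect of over 45% in size; temperature-sensitive fusion mutants such as fzo1-1 at 37 °C on non-fermentable ethanol glycerol medium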
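S. cerevisiae fusion-defective temperature-sensitive mutants (e.g. fzo1-1, mgm1-5) grown 48 h at 37C in YPEG (ethanol/glycerol non-fermentable) medium with 23 nl compound per well; growth rescue read as CellTiterGlo luminescence.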
USP2a inh = USP2a (human) protease inhibition; USP2 core, Ub-CHOP2 coupled fluorogenic reporter, 485/531; Potency, µM (series often up to 38.3 µM), inactives show at the highest dose activity change, negative = inhibition, usual class: inhibitors; O75604; AID 463254; 330,000 compounds, 0.01% hits;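 also: potency is read from the fitted curve at half-maximal effect; plate controls were DMSO wells for no effect and full inhibition by NEM control for full effect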
Target sequence (O75604 whole entry, looked up): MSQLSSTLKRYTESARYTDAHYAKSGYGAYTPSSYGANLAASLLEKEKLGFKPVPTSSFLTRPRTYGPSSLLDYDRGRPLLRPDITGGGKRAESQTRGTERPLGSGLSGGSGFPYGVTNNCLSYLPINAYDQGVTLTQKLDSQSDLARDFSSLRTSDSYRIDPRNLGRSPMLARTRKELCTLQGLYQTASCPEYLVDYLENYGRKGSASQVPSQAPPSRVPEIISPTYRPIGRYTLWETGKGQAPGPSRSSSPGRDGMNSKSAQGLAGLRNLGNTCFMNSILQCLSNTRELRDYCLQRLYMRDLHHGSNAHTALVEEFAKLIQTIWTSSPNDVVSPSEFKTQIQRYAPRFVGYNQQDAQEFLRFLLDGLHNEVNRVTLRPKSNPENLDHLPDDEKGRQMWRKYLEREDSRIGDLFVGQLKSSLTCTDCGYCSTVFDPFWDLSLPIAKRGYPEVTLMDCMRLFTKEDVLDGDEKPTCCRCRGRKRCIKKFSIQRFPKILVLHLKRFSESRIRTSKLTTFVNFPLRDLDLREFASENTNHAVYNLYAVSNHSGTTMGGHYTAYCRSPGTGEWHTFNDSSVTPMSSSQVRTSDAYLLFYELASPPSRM
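USP2 core (10nM final) preincubated 30min RT with compound in 20mM Tris-HCl pH 8.0, 2mM CaCl2, 2mM beta-mercaptoethanol, 0.05% CHAPS; 25nM Ub-CHOP2 plus 25nM reporter substrate added, fluorescence (Ex485/Em531) read after 60min.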
An asterisk follows results filed as active; u = inconclusive; x = no result given; & = joins results of further samples; [ ] = dose if it differs, or a comment. Unless noted, calls follow the shape of the dose curve; as a rule, active = well fitted curve in the direction sought with a large enough effect; inconclusive = small, poorly fitted or top-dose-only effect, or another doubt; inactive = no such curve, though single readings can be large; an effect the other way counts as inactive or inconclusive.

SMILES	TSHR antag	TCR act	TSG101-PTAP inh	Eya2 inh	ELG1 repair inh	B2AR arrestin	uPA generation	Tb PFK block	BCR signal inh	Mito fusion yeast	USP2a inh
COC(=O)c1c(-c2ccc(C)cc2)csc1NC(=O)C1CC=CCC1C(=O)O (configuration not stated)	-12	-1%	0%	-3%	u	5.2%	-4%	8%	u	5%	-2%
CCOc1ccc(NC(=NCc2ccc3c(c2)OCO3)SC2CC(=O)N(c3ccccc3)C2=O)cc1 (configuration not stated)	-15	-3%[46.1 µM]	-2%	-4%	4%	0.1%	4%	1%	-9%	0%	3%
CN(C(=O)CSc1nnc(-c2cccc(F)c2)n1N)C1CCS(=O)(=O)C1 (configuration not stated)	3	-3%	-1%	-9%	15%	0.4%	-3%	-2%	u	-7%	-4%
N#CC(=C=[N-])C1=C(C#N)C(c2ccccc2F)C([n+]2ccccc2)C(O)(C2CC2)N1 (configuration not stated)	1	-11%	-7%	-31%	19%	0.0%	x	2%	10%	1%	-5%
Nn1c(SCc2ccc(F)cc2)nnc1-c1ccncc1	-3	-3%	-4%	8%	u	-0.4%	3%	-3%	2%	6%	3%
CCOc1ccc(N(C(=O)c2ccc(S(=O)(=O)N3CCCC3)cc2)C2C=CS(=O)(=O)C2)cc1 (configuration not stated)	-3	-5%	-3%	-4%	-6%	0.0%	-23%	-2%	0%	2%	2%
Clc1ccc(Nc2nc(NCCN3CCOCC3)nc(N3CCOCC3)n2)cc1	2	-4%	0%	10%	u	0.2%	11%	-1%	-22%	-14%	0%
Cc1cc(C)n2nc(C(=O)OCC(=O)c3ccccc3)nc2n1	-7	2%	-4%	-36%	u	-0.1%	-3%	-1%	-1%	x	4%
Cc1ccc(C(=O)N2CC(C)OC(C)C2)cc1S(=O)(=O)N1CCCCC1 (configuration not stated)	-3	-10%	-1%	15%	-4%	-0.2%	12%	0%	-1%	1%	-2%
Cc1nn(-c2ccc(F)cc2)c2sc(C(=O)OC3CCOC3=O)cc12 (configuration not stated)	-11	-1%	-3%	3%	3%	0.0%	1%	0%	-9%	1%	0%
O=C1OC(CN2CCOCC2)CN1N=Cc1ccc([N+](=O)[O-])o1 (configuration not stated)	17	-12%	-4%	-7%	-7%	-1.7%	u	0%	5%	6%	0%
Cc1cc(C)nc(NC(=O)c2cnc3sccn3c2=O)n1	3	0%	-3%	0%	22%	-0.4%	2%	-2%	9%	-9%	-1%
COc1ccc(NC(=O)c2cc3c(=O)n4ccccc4nc3n2C)cc1OC	-5	12%	-14%	16%	-3%	0.2%	1%	0%	1%	-4%	0%
COC(=O)C1=C(C)N(Cc2ccccc2)C(=NCc2cccc(C(F)(F)F)c2)N[C@H]1c1cccc(F)c1	-10&0	2%	-9%	-12%&-2%	u	-0.1%&0.3%	u	-2%&0%	u	-27%&-26%	-2%&3%
CCCCn1c(=O)[nH]c(=O)c2c1nc(-c1ccc(C)c([N+](=O)[O-])c1)n2CC	-4	4%	-2%	16%	u	0.0%	-7%	-3%	-19%	0%	-1%
CC1=NN(C(=O)CSCc2ccccc2)C(O)(c2ccccc2)C1 (configuration not stated)	36	2%	-2%	-7%	u	0.0%	-38%	-6%	u	10%	-2%
Cc1ccc(CN(C)c2nc(-c3cccnc3)nc3ccccc23)o1	-4	-1%	-4%	5%	10%	-0.4%	-8%	2%	11%	1%	1%
Cc1ccccc1C(=O)O	10	0%	1%	17%	4%	0.0%	6%	0%	-1%	-6%	1%
CC(C)NS(=O)(=O)c1ccc(CCC(=O)NCc2ccc3c(c2)OCO3)cc1	-4	-9%[46.1 µM]	-14%	-13%	-5%	-0.9%	-4%	11%	-14%	-5%	2%
CC(C)(C)NC(=S)NCc1ccco1	2	-1%	0%	6%	u	-0.3%	0%	-1%	-1%	-2%	0%
CCCCNc1nc(C)c(C(C)=O)cc1C#N	-4	0%	-4%	2%	11%	0.2%	-2%	8%	1%	0%	5%
Cc1ccc2c(c1)N(CC(=O)NCCCN1CCN(C)CC1)C(=O)CO2	-4	-4%	0%	-9%	11%	-0.4%	-1%	1%	0%	-10%	0%
COc1cccc(-c2ccc(SCC(=O)NC3CCCC3)nn2)c1	-6	-3%	x	15%	3%	-0.6%	1%	0%	-3%	-2%	10%
CC(=O)c1sc(N/N=C2\CC3CCC2(C)C3(C)C)nc1C (configuration not stated)	76	5%	-4%	3%	12%	0.0%	-1%	-7%	-1%	4%	0%
O=C(Nc1ccccn1)c1cccc(S(=O)(=O)N2CCCc3ccccc32)c1	-36	-2%	1%	-9%	u	-0.1%	-15%	0%	3%	19%	3%
CC(=O)c1ccc(N2CCN(C(=O)c3ccc(C(=O)c4ccccc4)cc3)CC2)cc1	-5	1%	-1%	-15%	u	-0.1%	14%	10%	0%	14%	-7%
COc1cccc(NC(=O)CSc2nc3c(sc4ccccc43)c(=O)n2CCN(C)C)c1	-1	-3%	0%	1%	5%	-0.9%	-9%	u	u	-17%	-7%
CC1CCN(C(=O)c2ccc(SCc3ccccc3F)c([N+](=O)[O-])c2)CC1	-11	1%[46.1 µM]	1%	-2%	-7%	2.4%	-3%	-1%	u	u	3%
Cn1c(Cc2ccccc2)nnc1SCC(=O)Nc1cccc(S(=O)(=O)NC2=NCCCCC2)c1	-1	x	-3%	13%	-23%	0.0%	5%	-5%	5%	-7%	9%
Nc1cccc(-c2nc3ccc(N)cc3s2)c1	10	-15%	-4%	0%	u	-0.2%	-8%	-15%	u	0%	4%
CN1CCc2c(sc3ncn4nc(-c5ccccc5O)nc4c23)C1	-5	x	x	4%	6%	0.0%	x	29%	8%	-6%	-2%
CC(C)(C)C(=O)N1CCN(c2ncccc2C(F)(F)F)CC1	-2	-5%	-1%	-4%	1%	-0.1%	11%	2%	0%	-1%	-6%
COc1cccc(N2C(=O)C3CCCN3C2c2ccc(Cl)cc2)c1 (configuration not stated)	10	5%	2%	9%	18%	0.1%	0%	1%	-8%	-2%	3%
Cc1cccc2nc(C(F)(F)F)nc(=O)n12	27	4%	-2%	-17%	6%	-0.4%	3%	10%	4%	-3%	2%
COC(=O)Cc1ccc(NC(=S)NN2CCOCC2)cc1	18	-2%[46.1 µM]	-2%	-2%	u	-0.2%	7%	-8%	0%	-2%	-5%
Cc1cc(=O)oc(C)c1C(=O)NCc1ccco1	11	0%	-5%	-10%	16%	-0.4%	2%	6%	u	-2%	0%
COc1cccc(C(=O)NCC(=O)N/N=C/c2c(C)[nH]c3ccccc23)c1	3	-1%	1%	-15%	6%	0.1%	14%	3%	u	-3%	-1%
Cc1ccc(S(=O)(=O)N2CCOCC2)cc1C(=O)NCc1ccc(F)cc1	-7	-2%	-6%	-4%	-2%	-0.3%	x	2%	-4%	0%	1%
Cc1cc(C)n(Cc2cnc(N3CCOCC3)s2)n1	9	6%	-1%	0%	11%	-0.4%	0%	-1%	4%	2%	3%
CC(=O)c1cccc(NC(=O)C(=O)c2cn(CC(=O)N3CCCCC3)c3ccccc23)c1	-8	-1%	1%	-6%	u	0.1%	0%	-2%	u	u	-2%
COCCC(C(=O)Oc1c(C(C)(C)C)cc(C)cc1C(C)(C)C)c1ccccc1 (configuration not stated)	29	1%	-1%	-2%	u	-0.6%	10%	0%	5%	0%	-1%
N#Cc1c(-c2ccccc2)c(-c2ccccc2)nn(CC(=O)NNC(=O)Nc2ccc(Cl)c(Cl)c2)c1=O	1	5%	0%	10%	u	-0.5%	-6%	-15%	6%	-5%	-2%
CCOC(=O)c1[nH]c(C)c(C(=O)OCC(=O)N2CCCCC2C)c1C (configuration not stated)	15	-3%	0%	-16%	-19%	6.9%	3%	1%	u	u	-1%
CCOC(=O)C1=CN(Cc2ccco2)S(=O)(=O)N(C)C1c1ccc2ccccc2c1 (configuration not stated)	16	-2%[46.1 µM]	-2%	8%	-2%	4.6%	-21%	0%	u	x	-2%
